KCNQ1 inh: human KCNQ1 channel inhibition | 1.3% of 310,000 active | CHO-K1 KCNQ1, FluxOR thallium flux fluorescence; hits give high values | AID 2642 | B-score at 10 µM;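 active = compounds whose thallium flux B-score, printed positive for inhibition, exceeds three library SD while starting fluorescence stays within three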;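 note: channel opened by potassium depolarization with thallium stimulus after 20 min compound exposure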
GSK3A inh: human GSK-3 alpha kinase inhibition. P49840. ADP-Glo luminescence, 60 min. inhibition, % at 10 µM. 0.1% of 320,000 active;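 in the data active = inhibition above about 50%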;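 note: GST-tagged GSK-3 alpha with peptide substrate and 25 µM ATP; 0% = DMSO neutral wells and 100% = GW8510 positive control wells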
Target sequence (P49840 whole entry, looked up): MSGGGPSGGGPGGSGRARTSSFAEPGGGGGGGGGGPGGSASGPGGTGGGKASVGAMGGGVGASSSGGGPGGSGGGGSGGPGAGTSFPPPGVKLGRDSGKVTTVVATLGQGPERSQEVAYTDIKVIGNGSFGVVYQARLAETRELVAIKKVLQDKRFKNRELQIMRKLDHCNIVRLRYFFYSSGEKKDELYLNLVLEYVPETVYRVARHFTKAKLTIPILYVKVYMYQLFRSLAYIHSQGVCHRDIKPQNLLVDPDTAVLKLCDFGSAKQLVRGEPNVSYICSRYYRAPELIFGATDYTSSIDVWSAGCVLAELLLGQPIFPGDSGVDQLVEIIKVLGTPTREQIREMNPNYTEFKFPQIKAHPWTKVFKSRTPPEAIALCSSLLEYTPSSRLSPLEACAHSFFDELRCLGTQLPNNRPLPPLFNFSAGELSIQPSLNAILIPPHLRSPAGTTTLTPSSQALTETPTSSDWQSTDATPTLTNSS
KCNK9 block: inhibitors of human KCNK9 two-pore domain potassium channel. Q9NPC2. HEK293 KCNK9, FluxOR thallium flux fluorescence; hits give low values. B-score at 10 µM. 1.2% of 310,000 active;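 active = ratio B-score over 3 SD below the library mean, with starting fluorescence within 5 SD of its mean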;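 note: negative B-score means less thallium flux so channel inhibition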
DYRK1A inh: Dyrk1A (rat) kinase inhibition. Q63470. ADP-Glo luminescence, NFATc1 peptide. inhibition, % at 12.5 µM. 0.43% of 310,000 active. AID 504441; in the data active = inhibition above about 50%;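 note: plate controls were vehicle with enzyme for no effect and no enzyme for full effect; many of its hits are not listed in these tables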
hERG rescue: compounds protecting human hERG from proarrhythmic drug block. Q12809. CHO-hERG, FluxOR thallium flux, dofetilide IC70 present. activation (rescue from dofetilide block), less the hit threshold, % at 10 µM. 0.51% of 310,000 active;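 active = activation above the mean of controls blocked by dofetilide plus 5 SD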;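 note: thallium influx through hERG after potassium depolarization seen as dye fluorescence rise; in these data hits start at about 4.7%; inactives centre near -7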
PolyA inhibitor: inhibitors of polyadenylation in S. cerevisiae; S. cerevisiae SKY197-pL101 polyadenylation reporter, beta-gal luminescence; efflux-impaired pdr1/pdr3 knockout yeast; score 100 = 6 SD above DMSO; 0.02% of 300,000 active; calls only at 12 µM;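 active = lowest replicate activity score at least 50, where 100 means six control SD above control mean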;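 note: yeast exposed to compound for 9 h at 30 °C; higher score means more reporter readthrough which indicates perturbed polyadenylation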
KCNK3 inh: human KCNK3 channel inhibition, primary screen | B-score at 10 µM | 0.84% of 340,000 active | AID 602410 | CHO-KCNK3 thallium flux, FluxOR fluorescence; hits give low values | O14649;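 active = B-score under library mean minus 4 SD, starting fluorescence ratio at most library mean plus 5 SD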;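 note: more negative B-score means stronger inhibition of thallium flux through KCNK3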
RGS4 act: RGS4 potentiation or activation; 0.92% of 310,000 active; B-score at 10 µM; HEK293 M3R/inducible RGS4, carbachol calcium flux Fluo4; hits give low values;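 active = B-score of the integrated calcium signal more than 4 SD below the library mean, with starting fluorescence not abnormally high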;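 note: negative B-score means reduced calcium response which marks RGS4 activation or potentiation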
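Test system: HEK293 cells with stable M3R and inducible RGS4; also added: carbachol at ECmax as muscarinic agonist stimulus; schedule: dye loading 30 min 37 °C, buffer rest 30 min RT; technique: kinetic calcium fluorescence imaging with Fluo4-AM dye, 2 µM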
KCNQ1 pot: human KCNQ1 channel potentiation or activation; P51787; CHO-K1 KCNQ1, thallium flux FluxOR fluorescence; hits give high values; B-score at 10 µM; 0.35% of 310,000 active;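 active = fluorescence ratio B-score, a plate-corrected score, at least three library SD, with initial intensity B-score within 5 SD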
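Schedule – 37 °C overnight plating, 90-min dark dye load, 20-min compound pretreatment · System – stable KCNQ1 CHO-K1 line · Probe or stimulus – thallium- and potassium-containing depolarizing buffer · Measured by – kinetic FluxOR fluorescence, 10 s baseline plus 110 s post-stimulus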
GSK3B inh: inhibitors of human GSK3beta kinase | P49841 | GST-GSK3beta kinase, ADP-Glo luminescence, 60 min; hits give low values | activity score (negative = inhibition), % at 10 µM | 0.038% of 300,000 active | AID 2097;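 active = more than half of replicate wells score below -50%, meaning over 50% inhibition versus plate controls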;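 note: 0% = median DMSO wells and -100% = median GW8510 positive control wells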
Target sequence (P49841 whole entry, looked up): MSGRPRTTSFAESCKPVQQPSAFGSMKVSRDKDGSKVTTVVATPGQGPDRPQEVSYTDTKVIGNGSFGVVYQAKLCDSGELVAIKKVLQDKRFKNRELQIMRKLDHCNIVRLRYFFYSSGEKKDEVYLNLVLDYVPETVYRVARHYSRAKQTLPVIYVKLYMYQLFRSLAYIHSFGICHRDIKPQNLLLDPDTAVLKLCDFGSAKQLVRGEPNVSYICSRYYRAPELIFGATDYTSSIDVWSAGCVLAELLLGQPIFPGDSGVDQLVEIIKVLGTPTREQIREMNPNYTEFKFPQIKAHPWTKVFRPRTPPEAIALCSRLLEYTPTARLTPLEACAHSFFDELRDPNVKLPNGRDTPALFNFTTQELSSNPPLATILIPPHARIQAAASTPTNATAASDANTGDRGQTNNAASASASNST
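test system = GST-tagged human GSK3beta kinase, cell-free | reagent = 25 µM ATP with peptide substrate | dosing = one dose of 10 µM per compound | schedule = 60 min reaction, RT | detection = luminescent ADP-Glo measurement of ADP formed | control set = DMSO neutral wells and GW8510 at 20 µM as positive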
HDAC3 inh: blocks human histone deacetylase 3. O15379. recombinant HDAC3, fluorogenic peptide/trypsin coupled, fluorescence. inhibition, % at 8.3 µM. 0.15% of 320,000 active. AID 2718; in the data active = inhibition above about 26%, passing the limit was not always enough
Numbers without * were called inactive; i = inactive; . = no result given. Some of the compounds tested; the hit share may differ from the screen's.

SMILES	KCNQ1 inh	GSK3A inh	KCNK9 block	DYRK1A inh	hERG rescue	PolyA inhibitor	KCNK3 inh	RGS4 act	KCNQ1 pot	GSK3B inh	HDAC3 inh
CCN(CC(=O)Nc1ccc(NC(C)=O)cc1)C(=O)CC1OC(=O)c2ccccc21 (stereo unspecified)	i	-0.1	i	-5.0	-13.1	i	i	i	i	0.7	-1.0
Clc1cccc(N/N=C/c2ccc(N3CCOCC3)s2)c1	i	-1.4	i	1.8	-9.1	i	i	i	i	2.0	4.2
COc1cccc(N2CCN(CC(=O)Nc3ccc(SC(F)F)cc3)CC2)c1	i	-1.5	i	-7.7	-7.2	i	i	i	i	-10.1	5.2
CCOC(CCn1c(SCc2ccc([N+](=O)[O-])cc2)nc2ccccc2c1=O)OCC	i	-1.2	-15.2*	-1.3	-6.3	i	i	i	i	-1.7	-9.4
COc1ccccc1C(=O)NC(C)c1ccccc1 (stereo unspecified)	i	26.1	i	-5.3	-1.3	i	i	i	i	-0.2	-0.2
Cc1cccc(NC(=O)COC(=O)CCc2ccccc2)c1C	i	3.1	i	0.1	-12.9	i	i	i	i	-1.9	0.3
O=C(Oc1ccc(F)c(F)c1)c1ccc2c(=O)n3c(nc2c1)CCC3	i	-1.9	i	-1.9	-6.0	i	i	i	i	-25.5	0.8
CCOC(=O)C1=C(C)NC(=O)NC1c1ccc(OCC(=O)Nc2ccccc2)c(OC)c1 (stereo unspecified)	i	-3.2	i	7.3	-11.5	i	i	i	i	2.9	1.1
COc1ccc(S(=O)(=O)N2CCCCCC2)cc1C(=O)Nc1ccccn1	i	-2.4	i	0.5	-6.4	i	i	i	i	3.7	-4.1
Cc1ccc(N(CC(=O)NC2CCCCC2)S(=O)(=O)c2c(C)noc2C)cc1	i	-0.8	i	-1.3	-6.9	i	i	i	i	4.4	-3.1
O=C(Nc1ccc(F)c([N+](=O)[O-])c1)C1CCCO1 (stereo unspecified)	i	1.2	i	.	-1.9	i	i	i	i	10.1	-0.5
CC12CCC(C(=O)N(NC(=O)c3cc(Cl)ccc3O)C1=O)C2(C)C (stereo unspecified)	i	-1.7	i	-6.0	-6.3	i	i	i	i	0.7	-28.3
COc1cc(NC(C)C(=O)N2CC(C)OC(C)C2)cc(OC)c1 (stereo unspecified)	i	.	i	-3.8	2.7	i	i	i	i	-2.9	.
O=C(c1ccc2c(c1)N(Cc1ccccc1)CCS2)N1CCOCC1	i	0.8	i	0.7	-5.5	i	i	i	i	0.2	-1.7
Cc1cccnc1NC(=O)CSc1ncnc2sc(C)c(C)c12	i	-1.4	i	.	-8.2	i	i	i	i	-2.5	4.3

6 compounds picked at random from those above, as already listed:
SMILES	KCNQ1 inh	GSK3A inh	KCNK9 block	DYRK1A inh	hERG rescue	PolyA inhibitor	KCNK3 inh	RGS4 act	KCNQ1 pot	GSK3B inh	HDAC3 inh
Cc1cccnc1NC(=O)CSc1ncnc2sc(C)c(C)c12	i	-1.4	i	.	-8.2	i	i	i	i	-2.5	4.3
COc1ccc(S(=O)(=O)N2CCCCCC2)cc1C(=O)Nc1ccccn1	i	-2.4	i	0.5	-6.4	i	i	i	i	3.7	-4.1
Cc1cccc(NC(=O)COC(=O)CCc2ccccc2)c1C	i	3.1	i	0.1	-12.9	i	i	i	i	-1.9	0.3
CCOC(=O)C1=C(C)NC(=O)NC1c1ccc(OCC(=O)Nc2ccccc2)c(OC)c1 (stereo unspecified)	i	-3.2	i	7.3	-11.5	i	i	i	i	2.9	1.1
COc1cc(NC(C)C(=O)N2CC(C)OC(C)C2)cc(OC)c1 (stereo unspecified)	i	.	i	-3.8	2.7	i	i	i	i	-2.9	.
COc1cccc(N2CCN(CC(=O)Nc3ccc(SC(F)F)cc3)CC2)c1	i	-1.5	i	-7.7	-7.2	i	i	i	i	-10.1	5.2

(further entries)
SMILES	KCNQ1 inh	GSK3A inh	KCNK9 block	DYRK1A inh	hERG rescue	PolyA inhibitor	KCNK3 inh	RGS4 act	KCNQ1 pot	GSK3B inh	HDAC3 inh
O=S(=O)(c1ccc(Cl)c(NC(=S)N/N=C/c2ccc(O)cc2)c1)N1CCOCC1	i	-0.7	i	-1.1	-11.8	i	i	i	i	-2.8	-0.1
O=C(NCc1nc2ccccc2[nH]1)c1ccc([N+](=O)[O-])cc1	i	-1.2	i	2.7	-6.0	i	i	i	i	-4.8	-2.5
Cc1ccc(NC(=O)CCn2cnc3cc(C)c(C)cc32)cc1	i	0.4	i	7.6	-14.5	i	i	i	i	2.4	1.6
CCCNC(=O)c1cc(Cl)c(NC(=O)C2=C(C)OCCS2)cc1OC	i	-1.7	i	3.0	-5.2	i	i	i	i	-1.4	-1.3
Cc1ccc(C(CC(=O)O)Nc2nc(N3CCOCC3)nc(N3CCOCC3)n2)cc1 (stereo unspecified)	i	-1.9	i	-4.1	-7.2	i	i	i	i	-0.5	-0.8
COC(=O)CCCCCC(CCC(=O)OC)NC(C)=O (stereo unspecified)	i	1.5	i	8.7	-14.1	i	i	i	i	0.8	4.6
COCCC1CCCCN1C(=O)c1ccc(OC)c(OC2CCN(C(C)=O)CC2)c1 (stereo unspecified)	i	0.2	i	.	-5.4	i	i	i	i	1.1	-2.9
COc1ccccc1-c1nnc(SC(C)C(=O)N2CCOCC2)o1 (stereo unspecified)	i	-0.4	i	-6.8	-6.3	i	i	i	i	0.2	5.7
COc1ccc(NC(=O)C23CC4CC(C2)CC(n2cnc(Br)n2)(C4)C3)c(C)c1	i	-3.4	i	-2.7	-10.1	i	i	i	i	4.6	0.9
Cc1ccc(NS(=O)(=O)c2cc(NC(=O)c3cc4c(s3)CCCC4)ccc2C)c(C)c1	i	-2.3	i	-1.2	-1.3	i	i	i	i	2.5	-3.3
COc1ccc(S(=O)(=O)NNC(=O)c2cc3c4ccccc4n(C)c3s2)cc1	i	-2.7	i	-4.5	-0.1	i	i	i	i	-1.8	-0.1
CCCCN1C(N)=NC[C@@H]1C(C)O (stereo partly specified)	i	-3.0	i	-3.7	-6.0	i	i	i	i	-0.9	-1.4
Cc1ccc(NC2CCCN(C(=O)CCC3=NNC(=O)CC3)C2)cc1C (stereo unspecified)	i	0.6	i	-0.5	-2.6	i	i	i	i	-1.6	-7.8
COCCNC(=S)NNC(=O)c1ccco1	i	0.8	i	4.3	-14.7	i	i	i	i	-0.1	1.2
CC(=O)Nc1ccc2c(c1)OCCOCCOc1cc(NC(C)=O)ccc1OCCOCCOCCO2	i	-1.9	i	.	0.5	i	.	i	i	-0.7	0.6
O=C(CSc1nc(C2CC2)nc2c1cnn2-c1ccccc1)Nc1c[nH]c(=O)[nH]c1=O	i	1.3	i	-2.3	-4.1	i	i	i	i	0.7	2.5
Cc1cccc(OCC(=O)N2CCC(c3ccccc3)C2)c1 (stereo unspecified)	i	-1.1	i	-2.9	-0.8	i	i	i	i	4.2	3.7
O=C(CCl)N1c2ccccc2OCC1c1ccccc1 (stereo unspecified)	i	-1.3	i	-4.0	-13.8	i	i	i	i	1.3	-0.6
CCOC(=O)CC1COCCN1Cc1cn[nH]c1-c1cc(OC)c(OC)c(OC)c1 (stereo unspecified)	i	1.2	i	15.4	-6.1	i	i	i	i	1.2	0.4
COc1ccc(S(=O)(=O)N2CCc3ccccc32)cc1C(=O)OCC(=O)c1c(N)n(C)c(=O)n(C)c1=O	i	.	i	.	-1.4	i	i	-9.62*	i	-0.1	.
COc1ccc(S(=O)(=O)N2CCC(C(=O)NCC3CCCO3)CC2)cc1 (stereo unspecified)	i	6.4	i	-0.5	-9.8	i	i	i	i	3.7	1.1
N#C/C(=C\c1ccc(N2CCOCC2)o1)C(=O)N1CCOCC1	7*	-0.9	i	-3.3	-20.3	i	i	i	i	2.0	12.3
CC(=O)NCCn1c(SCC(=O)NCC2CCCO2)nc2ccccc2c1=O (stereo unspecified)	i	-4.0	i	-8.8	-14.3	i	i	i	i	-1.9	1.2
CN(C)CCCNC(=O)c1cc(S(=O)(=O)N2CCOCC2)ccc1F	i	-4.9	i	2.1	-5.8	i	i	i	i	1.1	2.5
CS(=O)(=O)N(Cc1ccc(C(=O)NCCSc2ccccn2)cc1)c1ccccc1	i	5.0	i	-6.5	-3.5	i	i	i	i	-4.0	-0.4
CCCCOc1ccc(C(=O)Nc2ccc(N3CCN(C(=O)C(C)C)CC3)cc2)cc1	i	2.5	i	-3.4	-8.0	i	i	i	i	1.0	-6.5
O=C(NCCCn1ccnc1)c1cccc(S(=O)(=O)N2CCCCCC2)c1	i	0.4	i	-4.3	-10.7	i	i	i	i	1.5	0.6
NC(=O)[C@H]1CC2(CC(c3cccc(NC(=O)COc4ccc(Cl)cc4)c3)=NO2)CN1C(=O)c1ccccc1C(=O)c1ccccc1 (stereo partly specified)	i	2.0	i	-11.9	-1.9	i	i	i	i	0.4	20.8
CC1CCCC(NC(=O)C2CCCN2S(=O)(=O)c2cccc3nsnc23)C1C (stereo unspecified)	i	12.1	i	-0.4	-4.7	i	i	i	i	1.7	7.5
Cc1ccc(NC(=O)C(=O)NCCN2CCN(S(=O)(=O)c3ccccc3)CC2)cc1C	i	-3.6	i	-6.8	-5.3	i	i	i	i	0.5	2.0
O=C(c1cc(-c2cccc(Cl)c2)on1)N1CCCCCC1	i	0.0	i	3.0	-2.8	i	-10.2*	i	i	-2.2	-4.3
CNC(=S)N(CCc1c(C)[nH]c2ccc(F)cc12)Cc1ccco1	i	-1.8	i	1.4	-7.9	i	i	i	i	1.5	1.8
Cc1ccc(N(Cc2ccc(C(=O)NN=C3CCN(C)CC3)cc2)S(C)(=O)=O)cc1C	i	2.2	i	-1.1	-4.7	i	i	i	i	1.3	0.8
N#Cc1ccc2[nH]cc(CCO)c2c1	i	4.2	i	21.8	-2.8	i	i	i	i	-1.4	1.1
Cc1ccc([N+](=O)[O-])cc1S(=O)(=O)N1CCN(C)CC1	i	1.2	i	-0.5	-4.0	i	i	i	i	0.3	6.7
Cc1ccc(S(=O)(=O)Nc2ccc3c(c2)c2c(n3S(=O)(=O)c3ccc(C)cc3)CCCC2=O)cc1	i	-1.5	i	7.3	-8.6	i	i	i	i	2.9	6.1
COc1ccc(Nc2n[nH]c(C)c2[N+](=O)[O-])cc1	i	-1.9	i	-5.0	-9.6	i	i	i	i	-2.7	7.3

Screens deposited in PubChem BioAssay by several laboratories.
